High-throughput results (PubChem)
TMEM16A inh: mouse TMEM16A channel inhibition, primary screen; Q8BHY3; HEK293 TMEM16A/YFP iodide influx fluorescence, ionomycin; normalized B-score (activity score, 25-100; higher = stronger inhibition) at 10 µM; 1.2% of 310,000 active;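 active = ratio plate-corrected score three or more library SD toward inhibition, starting fluorescence score within five deviations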;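 also: score derived from kinetic fluorescence span divided by baseline fluorescence per well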
MrgX1 ag: agonists of human MrgX1 receptor; Q96LB2; MrgX1-HEK293 cells, Fluo-4 calcium fluorescence, agonist mode; active compounds read high; B-score at 10 µM; 0.44% of 310,000 active;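 active = calcium response B-score plate-corrected fluorescence ratio at least 3 library SD, with starting fluorescence B-score inside 5 SD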
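Test system: HEK293 cells stably expressing human MrgX1 receptor; amount: 15,000 cells per well; doses: compound delivered in addition one of three; times: overnight plating before 1 h dye loading; detection: Fluo-4 NW calcium-flux fluorescence, kinetic read; read-out basis: B-scored fluorescence response ratio; controls: positive and negative controls per plate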
KCNK9 inh: inhibitors of human KCNK9 two-pore domain potassium channel | Q9NPC2 | HEK293 KCNK9, FluxOR thallium flux fluorescence; active compounds read low | B-score at 10 µM | 1.2% of 310,000 active;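 active = ratio B-score over 3 SD below the library mean, with starting fluorescence within 5 SD of its mean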;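 also: negative B-score means less thallium flux so channel inhibition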
KCNK3 inh: human KCNK3 channel inhibition, primary screen; O14649; CHO-KCNK3 thallium flux, FluxOR fluorescence; active compounds read low; B-score at 10 µM; 0.84% of 340,000 active;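 active = B-score under library mean minus 4 SD, starting fluorescence ratio at most library mean plus 5 SD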;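 also: more negative B-score means stronger inhibition of thallium flux through KCNK3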
KCNQ1 block: inhibitors of human KCNQ1 potassium channel. B-score at 10 µM. CHO-K1 KCNQ1, FluxOR thallium flux fluorescence; active compounds read high. P51787. AID 2642. 1.3% of 310,000 active;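 active = compounds whose thallium flux B-score, printed positive for inhibition, exceeds three library SD while starting fluorescence stays within three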;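 also: channel opened by potassium depolarization with thallium stimulus after 20 min compound exposure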
ANO1 activ: activators or potentiators of mouse TMEM16A chloride channel | Q8BHY3 | HEK293 TMEM16A/YFP-H148Q/I152L, iodide quench fluorescence; active compounds read low | B-score at 10 µM | 0.3% of 340,000 active;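 active = fluorescence-ratio B-score plate-corrected deviation score at least 3 library SD below zero, with starting fluorescence score within 5 deviations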;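 also: channel opened by trigger with iodide after compound preincubation; score built on the fluorescence ratio of max minus min over baseline; more negative score means more quench and so TMEM16A activation or potentiation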
RGS4 block: human RGS4 inhibition; P49798; HEK293 M3R/RGS4 inducible, Fluo-4 calcium flux; active compounds read high; triggered by carbachol at its EC20; B-score at 10 µM; 0.45% of 310,000 active;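 active = B-score, a plate-corrected calcium signal, over three deviations above library mean, with baseline fluorescence within five deviations of library mean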;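 also: RGS4 expression induced by doxycycline in cells with stable M3 receptor; B-score is computed from the integrated fluorescence ratio over baseline after carbachol; higher B-score means a larger calcium signal and so more RGS4 inhibition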
MrgX1 allo act: human MrgX1 positive allosteric modulation, primary screen | B-score at 10 µM | MrgX1-HEK293, Fluo-4 calcium flux, FDSS; active compounds read high | Q96LB2 | 0.63% of 310,000 active;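 active = plate-corrected calcium response at least 3 library SD above typical, normal starting fluorescence, not activating the receptor alone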;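 also: compound read alongside a low EC10 to EC30 dose of BAM8-22 agonist; peak minus trough fluorescence over baseline measured at the second addition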
RGS4 act: potentiators or activators of RGS4; HEK293 M3R/inducible RGS4, carbachol calcium flux Fluo4; active compounds read low; B-score at 10 µM; AID 463111; 0.92% of 310,000 active;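 active = B-score of the integrated calcium signal more than 4 SD below the library mean, with starting fluorescence not abnormally high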;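 also: negative B-score means reduced calcium response which marks RGS4 activation or potentiation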
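Test system: HEK293 cells with stable M3R and inducible RGS4; also added: carbachol at ECmax as muscarinic agonist stimulus; schedule: dye loading 30 min 37 °C, buffer rest 30 min RT; technique: kinetic calcium fluorescence imaging with Fluo4-AM dye, 2 µM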
KCNQ1 pot: potentiates or activates the human KCNQ1 potassium channel; P51787; CHO-K1 KCNQ1, thallium flux FluxOR fluorescence; active compounds read high; B-score at 10 µM; 0.35% of 310,000 active; AID 2648;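 active = fluorescence ratio B-score, a plate-corrected score, at least three library SD, with initial intensity B-score within 5 SD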
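Medium – assay buffer, equal DMSO in all wells · Material – CHO-K1 cell line with stable KCNQ1 potassium channel expression · Signal – kinetic FluxOR thallium fluorescence, 10-s 1-Hz baseline, 110-s post-stimulus read · Compound – single concentration per compound, DMSO matched to controls · Schedule – 37 °C overnight plating, 90-min dark dye load, 20-min compound pretreatment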
hERG protect: compounds protecting human hERG from proarrhythmic drug block | Q12809 | CHO-hERG, FluxOR thallium flux, dofetilide IC70 present | activation (rescue from dofetilide block), less the hit threshold, % at 10 µM | 0.51% of 310,000 active | AID 1511;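 active = activation above the mean of controls blocked by dofetilide plus 5 SD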;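 also: thallium influx through hERG after potassium depolarization seen as dye fluorescence rise; in these data hits start at about 4.7%; inactives centre near -7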
Target sequence (Q12809 whole entry, looked up): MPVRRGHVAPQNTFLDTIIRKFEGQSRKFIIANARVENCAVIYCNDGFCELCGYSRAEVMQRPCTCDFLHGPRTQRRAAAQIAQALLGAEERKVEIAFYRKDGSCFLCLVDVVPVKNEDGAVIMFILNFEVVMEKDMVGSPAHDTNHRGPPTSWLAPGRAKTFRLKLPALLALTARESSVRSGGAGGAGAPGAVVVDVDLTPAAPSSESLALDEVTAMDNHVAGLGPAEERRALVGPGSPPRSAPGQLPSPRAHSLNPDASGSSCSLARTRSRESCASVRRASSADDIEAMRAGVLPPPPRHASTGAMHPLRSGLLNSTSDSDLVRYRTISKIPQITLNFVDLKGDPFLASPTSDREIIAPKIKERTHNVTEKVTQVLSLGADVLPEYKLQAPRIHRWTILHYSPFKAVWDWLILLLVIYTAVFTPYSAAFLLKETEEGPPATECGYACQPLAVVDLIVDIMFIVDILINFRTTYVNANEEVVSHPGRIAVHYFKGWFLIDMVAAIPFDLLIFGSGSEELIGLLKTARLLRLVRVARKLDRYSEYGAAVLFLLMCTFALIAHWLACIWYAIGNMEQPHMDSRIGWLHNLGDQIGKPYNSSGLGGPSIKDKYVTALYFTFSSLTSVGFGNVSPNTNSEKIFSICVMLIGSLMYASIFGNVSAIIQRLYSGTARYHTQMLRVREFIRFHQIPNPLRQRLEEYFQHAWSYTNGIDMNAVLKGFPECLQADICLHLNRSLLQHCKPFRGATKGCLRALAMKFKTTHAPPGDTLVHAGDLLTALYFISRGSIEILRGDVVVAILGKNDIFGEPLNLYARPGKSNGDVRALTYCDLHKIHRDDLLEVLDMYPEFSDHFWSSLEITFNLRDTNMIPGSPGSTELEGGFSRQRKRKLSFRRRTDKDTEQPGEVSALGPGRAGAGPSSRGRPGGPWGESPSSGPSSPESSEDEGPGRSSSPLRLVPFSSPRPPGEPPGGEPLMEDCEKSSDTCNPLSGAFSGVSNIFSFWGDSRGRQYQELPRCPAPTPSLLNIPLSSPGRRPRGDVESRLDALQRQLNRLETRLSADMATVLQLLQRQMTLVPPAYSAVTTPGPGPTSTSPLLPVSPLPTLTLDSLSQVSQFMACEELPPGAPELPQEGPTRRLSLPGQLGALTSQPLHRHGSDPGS
Starred values were filed as active, the others as inactive; i = inactive; . = no result given.

smiles | TMEM16A inh | MrgX1 ag | KCNK9 inh | KCNK3 inh | KCNQ1 block | ANO1 activ | RGS4 block | MrgX1 allo act | RGS4 act | KCNQ1 pot | hERG protect
C=CCn1c(=O)c2c3c(sc2n2c(Nc4ccccc4)nnc12)CCCC3 | i | i | i | i | i | i | i | i | i | i | -3.5
S=C1N(c2ccccc2)C(c2ccc(Br)cc2)N2CCCN12 (configuration not stated) | i | i | i | i | i | i | i | i | -10.7* | i | -11.7
Cc1cccc(C)c1OCC(=O)OC/C(O)=C(\C#N)c1nc2ccccc2[nH]1 | i | i | i | i | i | i | i | i | i | i | -5.0
CN(C)/C=C(/C(=O)c1ccccc1)S(=O)(=O)c1ccc(Cl)cc1 | i | i | i | i | i | i | i | i | i | i | -2.2
CCOc1ccc(/C=N/NC(=O)CSc2n[nH]c(=O)[nH]c2=O)cc1OC | i | i | i | i | i | i | i | i | i | i | -6.1
Cc1ccc(-c2csc(N3CCC[C@@H]3C(=O)NCCn3c(C(F)(F)F)nc4ccccc43)n2)cc1 | i | i | i | i | i | i | i | i | i | i | -9.2
CC1=CC(C)(C)N2C(=O)C3(C(C#N)=C(N)Oc4cc(C)oc(=O)c43)c3cccc1c32 (configuration not stated) | i | i | i | i | i | i | i | i | i | i | -10.5
CCS(=O)(=O)N1CCC(C(=O)NCCCN2CCCC2)CC1 | i | i | i | i | i | i | i | i | i | i | -3.2
COc1ccc(N2CCN(Cc3nc4c(c(=O)[nH]c(=O)n4C)n3CCCc3ccccc3)CC2)cc1 | i | i | i | i | i | i | i | i | i | i | -5.6
COc1ccccc1NC(=O)CCc1nnc2ccc(N3CCC4(CC3)OCCO4)nn12 | i | i | i | i | i | i | i | i | i | i | -6.6
CCCOc1c(Cl)cc(/C=N/O)cc1OCC | i | i | i | i | i | i | i | i | i | i | -7.7
Cc1ccc(/C=C2/SC(=S)N(C3CCCCC3)C2=O)o1 | i | i | i | i | i | i | i | i | i | i | -7.6
CCC(C)Nc1nc2c(c(=O)n(C)c(=O)n2C)n1Cc1ccc(F)cc1 (configuration not stated) | i | i | i | i | i | i | i | i | i | i | -0.3
COc1cc(C(=O)NCC(=O)OCCN2C(=O)c3ccccc3C2=O)cc(OC)c1OC | i | i | i | i | i | i | i | i | i | i | -7.6
Clc1ccc(-c2cnc3n2CCC3)cc1 | i | i | i | i | i | i | i | i | i | i | -4.9
CC(=O)c1ccc(S(=O)(=O)Nc2ccc(-c3ccc4nnc(C)n4n3)cc2)cc1 | i | i | i | i | i | i | i | i | i | i | -5.6
Cc1ccc(C)c(NC(=S)NC23CN4CN(CN(C4)C2)C3)c1 | i | i | i | i | i | i | i | i | i | i | -17.8
COC(=O)C1CCN(S(=O)(=O)CCNC(=O)c2ccc3c(c2)OCO3)CC1 | i | i | i | i | i | i | i | i | i | i | -12.6
CC(C)(C)n1c(O)c2ccc(C(=O)N=NC(=O)c3ccccc3)cc2c1O | i | i | i | i | i | i | i | i | i | i | -9.1
Cc1cc(C)c2c(N)c3ccccc3nc2n1 | i | i | i | i | i | i | i | i | i | i | -13.3
O=C(Nc1cc(C(=O)N2CCCC2)ccc1N1CCCC1)c1ccccc1 | i | i | i | i | i | i | i | i | i | i | 2.7
COc1cc(C(=O)Nc2ccc(S(=O)(=O)N3CCCCC3C)cc2)cc(OC)c1OC (configuration not stated) | i | i | i | i | i | i | i | i | i | i | -6.5
Cc1nnc(SCC(=O)Nc2ccc3c(c2)COC3=O)n1-c1ccccc1 | i | i | i | i | i | i | i | i | i | i | -3.1
O=C1CCCN1CC(O)CS(=O)(=O)Cc1ccc(Cl)cc1Cl (configuration not stated) | i | i | i | i | i | i | i | i | i | i | -4.9
Cc1ccc(C(=O)NCCc2nnc3ccc(NCc4ccc5c(c4)OCO5)nn23)cc1 | i | i | i | i | i | i | i | i | i | i | -9.8
CCCn1nc(C(=O)NNC(=O)Cc2ccc(S(=O)(=O)N3CCOCC3)s2)c2ccccc2c1=O | i | i | i | i | i | i | i | i | i | i | -9.7
Cc1ccc(SC[C@H](CC(C)C)N2CCN(C)CCC2=O)cc1 | . | . | i | i | i | i | i | . | i | i | 0.7
CCOc1ccc(NC(=O)C2CCN(c3nnnn3-c3ccccc3)CC2)cc1 | i | i | i | i | i | i | i | i | i | i | -11.7
CCSC1=C(C#N)C(c2cccc(O)c2)CC(=O)N1 (configuration not stated) | i | i | i | i | i | i | i | i | i | i | -11.1
CCC(C)[C@H](NC(=O)N1CCn2c1nc1ccccc12)C(=O)NCCc1ccccc1 (some centres not stated) | i | i | i | i | i | i | i | i | i | i | -8.8
CCCN1CCC(N(C)CCc2ccc(OC)c(OC)c2)CC1 | i | i | i | i | i | i | i | i | i | i | -4.5
Cn1cc(CCC(=O)N2CCCC(C(=O)c3cccc4ccccc34)C2)cn1 (configuration not stated) | i | i | i | i | i | i | i | i | i | i | -10.8
CC(=O)Nc1cccc(N/C(N)=N/c2nc(C)cc(C)n2)c1 | i | i | i | i | i | i | i | i | i | i | -5.5
C=CCn1c(SC(C)C(=O)Nc2ccc(F)c(F)c2F)nnc1C1CC1 (configuration not stated) | i | i | i | i | i | i | i | i | i | i | -10.4
COc1nc(-c2ccccc2)ncc1S(=O)(=O)c1ccccc1 | i | i | i | i | i | i | i | i | i | i | -1.4
O=C(NC(Cc1ccccc1)C(=O)O)c1cccnc1Cl (configuration not stated) | i | i | i | i | i | i | i | i | i | i | -4.1
CN(C)C(=O)N1CCN(S(=O)(=O)c2ccc3ccccc3c2)CC1 | i | i | i | i | i | i | i | i | i | i | -5.3
O=C1C2C3C=CC(C4CC34)C2C(=O)N1/N=C/c1ccc(-c2ccc([N+](=O)[O-])cc2)o1 (configuration not stated) | i | i | i | i | i | i | i | i | i | i | 0.2
CC(=O)Nc1ccc(OCC(=O)NCCc2ccccc2)cc1 | i | i | i | i | i | i | i | i | i | i | -12.4
NS(=O)(=O)c1cccc(NC(=O)CSc2nc3ccccc3n2-c2ccccc2)c1 | i | i | i | i | i | i | i | i | i | i | -21.8
COc1ccc(CC(=O)OCC(=O)Nc2cccnc2Cl)cc1OC | i | i | i | i | i | i | i | i | i | i | -13.8
CSc1cccc(NC(=O)/C=C/c2ccccc2)c1 | i | i | i | i | i | i | i | i | i | i | -15.5
CCc1ccc(NC(=O)C2=CC(c3ccc(OC)cc3)=NS(=O)(=O)N2C)cc1 | i | i | -7.62* | i | i | i | i | i | i | i | -11.2
CCC(Oc1ccc(C)cc1)C(=O)Nc1ccccc1C(=O)N1CCOCC1 (configuration not stated) | i | i | i | i | i | i | i | i | i | i | -12.4
Cc1cc(C)c[n+](-c2nc3ccccc3nc2[N-]S(=O)(=O)c2cccs2)c1 | i | i | i | i | i | i | i | i | i | i | -3.4
O=C(COC(=O)/C=C/c1cccc(F)c1)Nc1ncccn1 | i | i | i | i | i | i | i | i | i | i | -14.6
Cc1occc1C(=O)Nc1ccccc1C#N | i | i | i | i | i | i | i | i | i | i | -5.0
O=C(Oc1c(Cl)cc(Cl)c2cccnc12)N1CCOCC1 | i | i | i | i | i | i | i | i | i | i | -5.6
CCNc1nc(C)nc2c1oc1ccccc12 | i | i | i | i | i | i | i | i | i | i | -9.6
CSc1sccc1/C=N/O | i | i | i | i | i | i | i | i | i | i | -11.8
Cc1ccc(NS(=O)(=O)c2ccc(Cl)c(C(=O)Nc3ccccc3-c3nc4ccccc4[nH]3)c2)cc1C | i | i | i | i | i | i | i | i | i | i | -4.7
CCOC(=O)c1cn(CC)c2ccc(S(=O)(=O)N3CCC(C)CC3)cc2c1=O | i | i | i | i | i | i | i | i | i | i | -3.2
CCOC(=O)Cc1cnc(NC(=O)CSc2nc(C(C)C)cc(=O)[nH]2)s1 | i | i | i | i | i | i | i | i | i | i | -7.0
COCCNC(=O)CSc1nc2ccc(N3CCOCC3)cc2c(=O)n1CCc1ccccc1 | i | i | i | i | i | i | i | i | i | i | -19.0
CN1CCN(S(=O)(=O)c2ccc(SCCOc3ccccc3)nc2)CC1 | i | i | i | i | i | i | i | i | i | i | -4.2
COCCCNC(=O)Cn1c(=O)n(CC(=O)N2CCCCC2)c(=O)c2sccc21 | i | i | i | i | i | i | i | i | i | i | -6.4
O=c1c2c3c(sc2nc2n1CCCCC2)C(O)CCC3 (configuration not stated) | i | i | i | i | i | i | i | i | i | i | -5.2
COc1ccc(-c2ccc(=O)n(CC(=O)Nc3nnc(C(C)C)s3)n2)cc1OC | i | i | i | i | i | i | i | i | i | i | -12.9
Cc1c(Cl)cccc1NC(=O)CCN1CCC(C(N)=O)CC1 | i | i | i | i | i | i | i | i | i | i | -7.4
Cc1cc(NC(=O)C2=C(O)c3ccccc3S(=O)(=O)N2C)no1 | i | i | i | i | i | i | i | i | i | i | -7.9

(more compounds)
smiles | TMEM16A inh | MrgX1 ag | KCNK9 inh | KCNK3 inh | KCNQ1 block | ANO1 activ | RGS4 block | MrgX1 allo act | RGS4 act | KCNQ1 pot | hERG protect
CCNc1ccc2noc3c2c1C(=O)c1ccccc1-3 | i | i | i | i | 6* | i | i | i | i | i | -30.0
CCOC(=O)C(NCCCCl)c1ccccc1 (configuration not stated) | i | i | i | i | i | i | i | i | i | i | -9.8
CC(C)(C)n1nnnc1C(c1ccc(Cl)cc1)N1CCCc2ccccc21 (configuration not stated) | i | i | -11.2* | i | 6* | i | i | i | i | i | -11.1
Cc1c(NC(=O)C2CCCN2C(=O)c2cccs2)c(=O)n(-c2ccccc2)n1C (configuration not stated) | i | i | i | i | i | i | i | i | i | i | -2.5
COC(=O)CSc1nc(COc2ccccc2)nc2ccccc12 | i | i | i | i | i | i | i | i | i | i | -2.2
Cc1ccc(C(=O)c2c3ccc(N)cc3nn2CCC(N)=O)cc1 | i | i | i | i | i | i | i | i | i | i | -5.9
CCCCCCCNC(=O)C1(CC2CC(c3ccccc3)=NO2)CCN(C(=O)c2ccccc2)CC1 (configuration not stated) | i | i | . | i | . | i | . | i | . | . | .
